CASP6 VEID inh – inhibitors of human caspase-6; P55212; purified caspase-6, Z-VEID-R110 cleavage fluorescence; inhibition, % at 12.5 µM; 350,000 tested, 0.53% active; AID 686996;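 active = mean inhibition across replicates at least about 35%, with every replicate also reaching that limit, limit read from the data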;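 note: 0% = median of neutral control wells and 100% = no fluorescence left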
Target sequence (P55212 24-179 limits assumed): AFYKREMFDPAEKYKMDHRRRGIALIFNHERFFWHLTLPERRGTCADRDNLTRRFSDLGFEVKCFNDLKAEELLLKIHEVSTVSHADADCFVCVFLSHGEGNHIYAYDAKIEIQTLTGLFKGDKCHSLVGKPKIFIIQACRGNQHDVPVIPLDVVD
Target sequence (P55212 194-293 limits assumed): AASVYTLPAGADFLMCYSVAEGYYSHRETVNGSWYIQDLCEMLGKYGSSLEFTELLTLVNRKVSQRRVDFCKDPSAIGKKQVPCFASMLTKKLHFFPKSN
SIRT5 inh – blocks human SIRT5 desuccinylation of peptide. Q9NXA8. Purified SirT5, succinyl-peptide AMC, trypsin-coupled fluorescence. inhibition, % at 15 µM. 330,000 tested, 1.1% active. AID 652115; in the data active = inhibition above about 15%
Target sequence (Q9NXA8 whole entry, looked up): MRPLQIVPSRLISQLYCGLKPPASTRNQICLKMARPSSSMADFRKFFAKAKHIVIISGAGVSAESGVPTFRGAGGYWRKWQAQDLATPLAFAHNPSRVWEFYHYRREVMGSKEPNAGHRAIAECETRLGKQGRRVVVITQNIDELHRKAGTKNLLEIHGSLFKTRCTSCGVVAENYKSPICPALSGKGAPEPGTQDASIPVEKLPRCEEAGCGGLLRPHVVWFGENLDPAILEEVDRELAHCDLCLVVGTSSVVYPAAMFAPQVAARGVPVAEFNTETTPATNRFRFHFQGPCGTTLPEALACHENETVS
esBAF inh – blocks esBAF chromatin remodeling in mouse ES cells. Bmi1-luciferase knock-in reporter, 24 h; 100% = twice the neutral-well signal. reporter increase, % at 12.5 µM. 350,000 tested, 2% active; in the data active = activation above about 40%;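 note: 0% = median of the plate's neutral control wells and 100% = double that signal; a rise in the Bmi1 reporter signal indicates esBAF inhibition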
FN deposit inh – fibronectin deposition inhibition; AH1F fibroblasts, Alexa488-fibronectin deposition fluorescence, overnight; inhibition, % at 12.6 µM; 350,000 tested, 0.086% active; AID 743247;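 active = mean inhibition across replicates of 30% or more, regardless of how many single replicates reach that level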;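 note: positive control wells lacked labelled fibronectin entirely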
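Schedule: 1 h cell adhesion before compound, then overnight fibronectin incubation; test system: AH1F fibroblast monolayer depositing Alexa488-labelled fibronectin into matrix; quantity: 10000 AH1F cells per well; probe or stimulus: fluorescent fibronectin at 24 nM final; signal: fluorescence, ex 485 nm, em 525 nm; evaluation: percent inhibition as loss of matrix-bound fibronectin fluorescence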
Statin myotox sup – suppression of simvastatin myotoxicity; rescue of ATP level, % at 7.49 µM; C2C12 myotubes + simvastatin, ATP luminescence, 48 h; scaled: DMSO 0, geranylgeraniol control 100; 330,000 tested, 0.78% active;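 active = mean ATP rescue above about 67%, or every replicate alone reaching that limit, limit read from the data, passing the limit was not always enough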;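 note: myotubes were challenged with 10 µM simvastatin during compound exposure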
LGR2 antag – inhibitors of bursicon-induced Drosophila LGR2 receptor cAMP signaling; 380,000 tested, 0.35% active; HEK293 LGR2, CRE-luciferase, bursicon-stimulated, 4 h; AID 720647; inhibition, % at 9.99 µM;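 active = drop in luminescence signal, shown as inhibition above about 50% in the replicate tests, limit read from the data, passing the limit was not always enough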;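 note: agonist challenge used bursicon conditioned medium at about half maximal strength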
S100A4 inh HTS – inhibitors of human S100A4 binding to myosin IIA peptide. 360,000 tested, 0.14% active. S100A4/TAMRA-MyoIIA peptide fluorescence polarization. inhibition, % at 10.7 µM. AID 652163. P26447;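 active = mean inhibition of at least 70% across replicates, with every replicate also reaching that level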
Target sequence (P26447 whole entry, looked up): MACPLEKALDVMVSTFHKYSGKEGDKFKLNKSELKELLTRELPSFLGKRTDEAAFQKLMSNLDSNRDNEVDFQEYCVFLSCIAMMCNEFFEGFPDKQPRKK
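Compound dosing: one dose per compound; test system: human S100A4 monomer with TAMRA-labelled myosin IIA peptide; probe or stimulus: TAMRA-labelled myosin IIA heavy-chain peptide probe, 5 nM; medium: HEPES buffer with Ca2+, pH 7.2; schedule: 5 min incubation before reading; benchmarks: neutral control DMSO, positive control TFP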
Numbers without * were called inactive; · = no result given; + = active, no number. A portion of the library (hit frequency here may not be typical).

SMILES	CASP6 VEID inh	SIRT5 inh	esBAF inh	FN deposit inh	Statin myotox sup	LGR2 antag	S100A4 inh HTS
C[C@@H]1CN([C@H](C)CO)C(=O)c2cc(NC(=O)Cc3cn(C)c4ccccc34)ccc2O[C@@H]1CN(C)C(=O)Nc1ccc(C(F)(F)F)cc1	-2	5	4	3	·	12	-2
CC1(Cc2ccc3c(c2)OCO3)C(=O)Nc2c(Cl)ccc(Cl)c21 (configuration not stated)	0	·	-7	0	88*	20	-3
Cc1cccc(C(=O)N[C@H](C(=O)Nc2cc(S(=O)(=O)N3CCCCC3)ccc2C)C(C)C)c1	-3	-11	·	3	·	·	3
Cc1cccc(NC(=O)COC(=O)CN2CCCCCC2=O)c1C	-1	·	1	-4	4	-4	0
Cc1ccsc1C=Nc1c(C)n(C)n(-c2ccccc2)c1=O	·	·	-2	5	-5	2	·
Cc1cc(C(F)(F)F)nc2c(Cl)c(C(C)(C)C)nn12	-1	1	·	-13	·	1	-2
COc1ccccc1NC(=O)c1ccccc1-c1ccccc1C(=O)O	-1	-2	-6	0	8	-8	-7
COc1ccccc1-c1ccc2n(c1=O)C[C@H]1[C@H](CO)[C@@H](C(=O)O)N(C(=O)c3cccnc3)[C@@H]21	0	0	2	·	-11	11	-5
COCC(C)n1c(SCC(=O)Nc2nccs2)nc2ccccc2c1=O (configuration not stated)	-1	0	2	-2	21	-1	2
CCc1nc2ccc(C(=O)Nc3ccc(NC(C)=O)cc3)cn2c1N(CCC(C)C)CCN(C)C	-7	0	-4	-1	-16	7	-7
CSCCC(NC(=O)c1ccco1)C(=O)NCC1CCCO1 (configuration not stated)	-2	-1	4	8	-3	10	-1
CO[C@H](CN(C)C(=O)c1ccccc1F)[C@H](C)CN([C@@H](C)CO)S(=O)(=O)c1ccc(Cl)cc1	1	-3	0	0	2	0	8

Single records (already shown). Order of screens: CASP6 VEID inh	SIRT5 inh	esBAF inh	FN deposit inh	Statin myotox sup	LGR2 antag	S100A4 inh HTS
COCC(C)n1c(SCC(=O)Nc2nccs2)nc2ccccc2c1=O (configuration not stated) in the list: -1	0	2	-2	21	-1	2
COc1ccccc1NC(=O)c1ccccc1-c1ccccc1C(=O)O in the list: -1	-2	-6	0	8	-8	-7
Cc1cccc(NC(=O)COC(=O)CN2CCCCCC2=O)c1C in the list: -1	·	1	-4	4	-4	0

Carrying on.
SMILES	CASP6 VEID inh	SIRT5 inh	esBAF inh	FN deposit inh	Statin myotox sup	LGR2 antag	S100A4 inh HTS
Cc1ccc(S(=O)(=O)CCSc2n[nH]c(=O)n2-c2ccccc2)cc1	-2	-2	·	-5	·	5	-1
CCC(C)NC(=O)Cn1cc(S(=O)(=O)N2CCN(c3ccccc3F)CC2)c2ccccc2c1=O (configuration not stated)	-2	-3	·	7	·	13	-3
COc1ccc2nc(SCc3ccccc3)nc(C)c2c1	1	-6	·	5	·	·	-6
Cc1noc(C)c1NC(=O)Nc1ccc2c(c1)CC(=O)N([C@@H](C)CO)C[C@H](C)[C@H](CN(C)C(=O)NC(C)C)O2	·	·	-2	·	-7	3	·
O=C1CC(N2CCSCC2)C(=O)N1c1ccc(Br)cc1 (configuration not stated)	0	3	15	10	7	2	3
COC(=O)CC1OCC=C2CN3CCC45C6=CC(=O)C(=O)C([N+](=O)[O-])=C6NC4C1C2CC35 (configuration not stated)	69*	6	-7	14	4	-6	-20
C[C@@H](O)C#Cc1ccc([C@H]2[C@@H](CO)N3CCCCN(S(=O)(=O)Cc4ccccc4)C[C@H]23)cc1	0	-2	-3	·	-11	2	-4
CCOC(=O)c1sc(=N)n(-c2ccc(OC)cc2)c1C	0	·	·	9	·	-44	2
COc1cccc2c1C(=O)c1c(O)c3c(c(O)c1C2=O)CC(O)(C(C)=O)CC3OC1CC(O)C(O)C(C)O1 (configuration not stated)	-56	·	·	-6	·	·	+
O=C(Nc1nccs1)c1ccc(-c2ccc(Cl)cc2Cl)o1	-2	0	·	-4	·	-3	-1
CC1(C2CC(=O)c3c(O)ccc(O)c3C2)OCCO1 (configuration not stated)	22	-6	-5	2	-2	5	-1
CO[C@@H]1CN(C)C(=O)c2cc(NC(=O)c3ccccc3)ccc2OC[C@@H](C)NC[C@H]1C	1	2	5	-19	4	-2	4
Cn1c(C(=O)NCCCN2CCOCC2)cc2c(=O)n(C)c3ccccc3c21	0	4	-3	6	4	0	3
COc1ccc(-n2c(SCC(=O)NCc3ccco3)nc3sc4c(c3c2=O)CCN(C)C4)cc1	4	1	-6	12	3	-13	-8
O=S(=O)(Nc1ccc(-c2ccc(N3CCOCC3)nn2)cc1)c1ccc(Cl)c(Cl)c1	2	1	-5	·	-2	8	-3
Cc1ccc(S(=O)(=O)N2[C@@H](c3ccc(Br)cc3)C(C(=O)O)=CC[C@H]2c2cccs2)cc1	8	1	2	1	2	16	-4
COc1ccc(C)cc1Nc1cc(C)nc2ncnn12	1	·	-1	-2	-1	33	24
Cc1cccc(CN2CCN(C(=O)c3cccc4ccccc34)CC2)c1	2	-8	-2	3	28	·	2
COc1ccc(S(=O)(=O)N(C)C[C@@H]2OCCCC[C@@H](C)Oc3ccc(NC(=O)NC4CCCCC4)cc3C(=O)N([C@H](C)CO)C[C@@H]2C)cc1	0	-2	11	2	·	9	-3
COc1cccc(NC(=O)CC(C)=O)c1	2	-7	0	-1	10	-16	0
CCNC(=O)C[C@@H]1CC[C@H]2[C@H](COc3ccc(NC(=O)Nc4cccc(C)c4)cc3C(=O)N2C)O1	-1	7	-7	-2	1	3	-7
Cc1nn(C)c(Sc2ccccc2N)c1[N+](=O)[O-]	0	-1	3	-7	23	-3	0
COc1ccc(/C=N/NC(=S)NC2CCS(=O)(=O)C2)cc1OC (configuration not stated)	·	·	-9	9	1	·	·
COc1ccc(S(=O)(=O)Nc2ccc3c(c2)C(=O)N([C@H](C)CO)C[C@H](C)[C@@H](CN(C)S(=O)(=O)c2c(C)noc2C)O3)cc1	3	·	-1	14	-7	-7	-1
O=S(=O)(NC1CCN(Cc2ccccc2)CC1)c1ccc(F)c(F)c1	-1	·	-6	·	-57	9	-1
CC(C)CC(=O)Nc1nnc(SCC(=O)NC2CCCC2)s1	-3	·	0	4	-38	-2	12
O=C(Nc1ccc(F)cc1)Nc1ccc2c(c1)[C@@H]1C[C@@H](CC(=O)N3CCCCC3)O[C@H](CO)[C@@H]1O2	·	·	-14	-11	10	-1	·
CCN(CC)C(=O)c1csc(COCCO)n1	·	4	1	6	-1	13	-8
Cc1c(C(=O)N2CCN(c3ncccn3)CC2)oc2ccc(Cl)cc12	-1	-3	0	-2	-1	4	1
CS(=O)(=O)Nc1ccc2c(c1)[C@@H]1C[C@@H](CC(=O)NCc3cccc(F)c3)O[C@@H](CO)[C@@H]1O2	5	-3	1	·	4	-6	5
COc1ccc(CN(C)C[C@H]2OCc3cn(nn3)CCCC(=O)N([C@@H](C)CO)C[C@H]2C)cc1	-4	-6	3	-3	16	-1	0
Cc1cc(Br)c2c(c1)[C@](O)(c1cn(C)c3ccccc13)C(=O)N2C	5	0	·	12	·	15	-1
O=C(C[C@@H]1CC[C@H](NC(=O)C2CC2)[C@@H](CO)O1)Nc1ccccc1	-7	0	-5	-21	-19	-5	5
COc1ccccc1C(=O)N1C[C@H]2[C@@H](c3ccccc31)[C@@H](CO)N2C(=O)Cc1cccnc1	1	0	-4	·	-3	5	5
Cc1ccc(NC(=O)C2CCN(S(=O)(=O)c3ccc4[nH]c(=O)oc4c3)CC2)cc1F	-1	-4	-2	11	4	-1	-7
C[N+](C)(C)CCCNC(=O)c1ccc(/C=N/O)nc1	-3	-3	·	-3	·	1	-1

Filtered by structure, the entries above with a thiophene ring, fused or not (3)
SMILES	CASP6 VEID inh	SIRT5 inh	esBAF inh	FN deposit inh	Statin myotox sup	LGR2 antag	S100A4 inh HTS
Cc1ccsc1C=Nc1c(C)n(C)n(-c2ccccc2)c1=O	·	·	-2	5	-5	2	·
COc1ccc(-n2c(SCC(=O)NCc3ccco3)nc3sc4c(c3c2=O)CCN(C)C4)cc1	4	1	-6	12	3	-13	-8
Cc1ccc(S(=O)(=O)N2[C@@H](c3ccc(Br)cc3)C(C(=O)O)=CC[C@H]2c2cccs2)cc1	8	1	2	1	2	16	-4

New compounds follow
SMILES	CASP6 VEID inh	SIRT5 inh	esBAF inh	FN deposit inh	Statin myotox sup	LGR2 antag	S100A4 inh HTS
Cc1noc(C)c1NC(=O)N(C)C[C@@H]1OCCCC[C@@H](C)Oc2ccc(NC(=O)Nc3ccc(C(F)(F)F)cc3)cc2C(=O)N([C@@H](C)CO)C[C@H]1C	-4	-2	0	-2	-11	11	-14
CCOc1ncccc1C(=O)OCc1c(F)cccc1Cl	-1	-3	2	4	1	-28	-2
O=C(O)c1cccc(N/N=C/C2=C(Cl)c3cc(Cl)ccc3SC2)c1	25	1	·	4	·	-10	0
Cc1cccc(-n2ncc3c(N(C)Cc4ccccc4)ncnc32)c1	7	-2	53*	9	-4	-17	-2
Cc1ccc(OCc2nnc(SCC(=O)Nc3ccc4c(c3)OCO4)n2C)cc1	·	·	-9	-3	-17	·	·
CCOc1ccc(CN2CCNC(=O)C2CC(=O)NCc2ccccn2)cc1 (configuration not stated)	-6	0	·	-13	·	7	-1
COc1cc(CN(C)C(=O)C2CCN(S(=O)(=O)c3cccs3)CC2)ccc1OC(F)F	4	0	-1	6	-4	-19	0
Cc1nc(SCc2nc3ccc(C(=O)c4ccccc4)cc3[nH]2)c2oc3ccccc3c2n1	-1	4	1	-6	-2	4	-19
CC(C)(C)c1ccccc1NC(=S)NC1CCCCC1	-4	-2	-6	-8	15	-2	-1
C[C@H](CO)N1C[C@H](C)[C@H](CN(C)S(=O)(=O)c2ccc(Cl)cc2)Oc2ccc(NC(=O)Nc3ccc(F)cc3)cc2C1=O	-1	15*	-3	·	-16	-4	-4
COC(=O)C1Cc2ccccc2CN1S(=O)(=O)c1ccc(C)cc1 (configuration not stated)	0	·	2	-2	4	8	2
Clc1ccc(CNc2nc(N3CCOCC3)nc(N3CCOCC3)n2)cc1	·	·	-9	4	-6	·	·
CC1CCCN(CC(O)COc2ccc(Cl)cc2)C1 (configuration not stated)	-7	-1	-2	·	2	9	-1
C/C(=N\NC(=O)c1ccc(Cl)c(S(=O)(=O)Nc2ccccc2Cl)c1)c1ccncc1	·	·	-5	·	9	-4	·
COCCNc1cc(-c2ccccc2)nc2cc(-c3cccc(F)c3)nn12	0	-1	3	4	-7	10	-2
C[C@@H]1CN([C@@H](C)CO)C(=O)Cc2cc(NC(=O)Nc3ccc(C(F)(F)F)cc3)ccc2O[C@@H]1CN(C)C(=O)Nc1ccc(C(F)(F)F)cc1	1	1	-4	·	-35	-9	-5
CCCC(=O)Nc1ccc2c(c1)C(=O)N(C)C[C@@H](OC)[C@H](C)CN(CCC)[C@@H](C)CO2	2	0	8	8	3	-11	1
Cc1ccc(NC(=O)c2c(-c3c(F)cccc3Cl)noc2C)cc1F	·	·	-1	-1	-3	·	·
COc1ccc(NC(=O)Nc2ccc3c(c2)[C@@H]2C[C@@H](CC(=O)N4CCc5ccccc5C4)O[C@H](CO)[C@@H]2O3)cc1	3	4	10	7	14	5	-12
COC(=O)Cc1ccc(NC(=S)N2CCN(C)CC2)cc1	1	-1	·	-8	·	-1	1
C=CCn1c(SCC(=O)N2CCOCC2)nc2c([nH]c3ccccc32)c1=O	1	-1	-6	-2	-6	6	-1
C/C(=N\NC(=O)c1ccc(O)cc1)c1ccc(N2CCOCC2)cc1	0	5	·	5	·	12	0
CCC1(C(=O)OC)CCc2c(cc(OC)c3ccccc23)C1=O (configuration not stated)	4	-6	·	7	·	2	2
COc1ccc(C(=O)N/N=C(\C)c2ccccn2)cc1OC	12	3	-54	·	-8	11	-3
CNC[C@H]1Oc2c(NC(=O)c3nc4ccccc4s3)cccc2C(=O)N([C@H](C)CO)C[C@H]1C	1	4	8	-2	36	5	-23
O=C(CCCc1ccccc1)NCCS(=O)(=O)N1CCN(c2ccc(F)cc2)CC1	3	-4	-1	3	0	8	-2
Cc1cc(Nc2ccccc2)n(CCC#N)n1	-2	5	-2	·	7	8	1

Screening data as filed in PubChem.
